SIRT5 inh: SIRT5 desuccinylase inhibitors, primary screen, biochemical, fluorescence imaging, single point, set 5; NAD-dependent protein deacylase sirtuin-5, mitochondrial (Homo sapiens), Q9NXA8; Purified SirT5, succinyl-peptide AMC, trypsin-coupled fluorescence; inhibition, % at 15 µM; 330,000 compounds, 1.1% hits; AID 652115, 2013; in the data active = inhibition above about 15%; inconclusive = no clear call, values can overlap the other calls
Target sequence (Q9NXA8 whole entry, looked up): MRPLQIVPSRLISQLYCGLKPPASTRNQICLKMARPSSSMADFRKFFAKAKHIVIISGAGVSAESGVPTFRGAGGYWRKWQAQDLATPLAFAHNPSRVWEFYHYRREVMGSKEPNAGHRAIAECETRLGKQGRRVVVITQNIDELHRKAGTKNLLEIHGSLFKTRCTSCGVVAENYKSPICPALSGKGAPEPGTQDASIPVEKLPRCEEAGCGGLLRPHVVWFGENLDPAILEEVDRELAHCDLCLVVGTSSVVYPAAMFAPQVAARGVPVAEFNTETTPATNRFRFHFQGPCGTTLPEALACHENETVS
PAX8 inh HTS: inhibitors of PAX8-driven TPO luciferase reporter, primary screen, RMG-I cells, single concentration | 360,000 compounds, 1.2% hits | inhibition, % at 12.6 µM | SteadyGlo, 24 h;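 active = mean replicate inhibition at least 60% with every replicate also reaching 60%; inconclusive = only one of the two criteria is met; inactive = mean below 60% and not all replicates reaching 60%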;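 also: luciferase light reporting Pax8 driven TPO promoter activity; plate controls were median of neutral control wells for no effect and mitoxantrone controls for full effect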
CASP6 VEID inh: human caspase-6 inhibitors, primary screen, biochemical, VEID-R110 fluorescence, single point, set 2; P55212; purified caspase-6, Z-VEID-R110 cleavage fluorescence; inhibition, % at 12.5 µM; 350,000 compounds, 0.53% hits; AID 686996, 2013;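 active = mean inhibition across replicates at least about 35%, with every replicate also reaching that limit, limit read from the data; inconclusive = only one of the two criteria met; inactive = neither criterion met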;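 also: 0% = median of neutral control wells and 100% = no fluorescence left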
Target sequence (P55212 24-179 limits assumed): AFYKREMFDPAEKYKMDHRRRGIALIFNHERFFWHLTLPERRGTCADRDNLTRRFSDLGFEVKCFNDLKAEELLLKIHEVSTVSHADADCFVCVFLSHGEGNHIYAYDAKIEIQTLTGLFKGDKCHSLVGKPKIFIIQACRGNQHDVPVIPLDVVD
Target sequence (P55212 194-293 limits assumed): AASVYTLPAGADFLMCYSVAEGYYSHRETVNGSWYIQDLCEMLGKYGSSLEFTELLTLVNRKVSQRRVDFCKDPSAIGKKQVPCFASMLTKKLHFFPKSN
EWS-Fli inh: EWS/Fli-driven NR0B1 reporter inhibitors, primary screen, A673 cells, NR0B1 luciferase, luminescence, MLPCN library; viability-normalised; inhibition, % at 12.6 µM; 350,000 compounds, 0.67% hits; AID 651661, 2012;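 active = mean inhibition of at least 50% after viability correction, with every replicate also passing that limit; inconclusive = mean reaches 50% but only one of two replicates passes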;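 also: firefly luciferase signal divided by Alamar Blue viability fluorescence both relative to DMSO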
LGR2 antag: inhibitors of bursicon-induced LGR2 CRE-luciferase signal, primary screen, cell-based, HEK293, CRE-luciferase reporter, bursicon stimulation | inhibition, % at 9.99 µM | Drosophila bursicon receptor LGR2 (rickets) | bursicon-stimulated, 4 h | 380,000 compounds, 0.35% hits;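 active = drop in luminescence signal, shown as inhibition above about 50% in the replicate tests, limit read from the data, passing the limit was not always enough; inconclusive = probably only some replicates passing the limit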;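 also: agonist challenge used bursicon conditioned medium at about half maximal strength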
DENV2 CPE: inhibitors of DENV2 cytopathic effect, primary screen, cell-based, plate reader, single concentration; DENV2-infected cells, cytopathic effect rescue; 350,000 compounds, 1.7% hits; CPE inhibition, % at 9.99 µM; in the data active = CPE inhibition above about 20%, passing the limit was not always enough; inconclusive = no clear call, values can overlap the other calls; tested in BHK-21 cells;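 also: 0% = median of neutral control wells and 100% = median of positive control wells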
ARNT-TACC3 inh: disruptors of ARNT/TACC3 protein interaction, primary screen, biochemical, AlphaScreen, single concentration; inhibition, % at 9.99 µM; 390,000 compounds, 0.66% hits; AlphaScreen His-ARNT PAS-B/GST-TACC3 binding, luminescence; TACC3 fragment carries E629A point mutation; Transforming acidic coiled-coil-containing protein 3 (Homo sapiens), Q9Y6A5;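 active = mean inhibition of replicates at least 50% and at least half of replicates each reaching 50%; inconclusive = half or more replicates reach 50% but mean below 50%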;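 also: 0% = complete ARNT plus TACC3 wells and 100% = ARNT alone without TACC3; many hits fall short of the cut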
Starred values were filed as active, the others as inactive; ? = inconclusive; / = not tested or not shown.

SMILES	SIRT5 inh	PAX8 inh HTS	CASP6 VEID inh	EWS-Fli inh	LGR2 antag	DENV2 CPE	ARNT-TACC3 inh
CCN(c1ccccc1)S(=O)(=O)c1ccc(C(=O)Nc2ncccc2O)cc1	-1	/	-3	/	-5	1	-7
O=C1CCC(C(=O)OCC(=O)N2N=C3/C(=C/c4ccccc4)CCCC3C2c2ccccc2)N1 (stereo not given)	3	/	7	/	12	/	12
Cc1onc(-c2ccccc2Cl)c1C(=O)Nc1nnc(-c2ccc(F)cc2)s1	10	-2	1	-2	15	2	6
O=C(N/N=C/c1cccnc1)c1ccc(S(=O)(=O)N2CCCCCC2)cc1	-3	-11	-9	2	14	3	-4
COc1ccc(N2CCCC2)c(NC(=O)c2ccc([N+](=O)[O-])o2)c1	0	0	4	8	1	3	23
CN(C)C(=O)c1ccc(-c2ccc([C@@H]3[C@@H](C#N)N(C(=O)Nc4ccccc4F)[C@H]3CO)cc2)cc1	/	-9	2	-4	-12	-3	-8
Cn1nc(C(=O)Nc2ccc(S(=O)(=O)NCc3ccco3)cc2)c2ccccc2c1=O	0	-19	-1	26	9	0	/
CC(C)CCN1C(=O)c2ccc(C(=O)Nc3c[nH]c(=O)[nH]c3=O)cc2C1=O	2	1	2	-14	/	-2	-3
COc1ccccc1CNC(=O)C[C@H]1C[C@H]2c3cc(NS(=O)(=O)c4ccc(F)cc4)ccc3O[C@H]2[C@H](CO)O1	2	18	0	0	-8	-3	1
CNC[C@@H]1Oc2cc(C#CCN(C)C)ccc2S(=O)(=O)N([C@@H](C)CO)C[C@@H]1C	0	/	0	-4	-9	9	4
O=C(CN1C(=O)c2cccnc2Oc2ccc(Cl)cc21)NCCC1=CCCCC1	5	-1	-14	-1	4	-4	5
c1ccc(CNC23CC4CC(CC(C4)C2)C3)nc1	7	6	-5	-3	14	1	3
CCOC(=O)CC(=O)Nc1cc2ccc(OC)c(OC)c2cc1C(=O)OCC	-9	5	-2	3	3	-2	/
CC1CCN(S(=O)(=O)c2ccc(C(=O)N3CCCCC3C(=O)O)cc2)CC1 (stereo not given)	0	-11	-2	0	5	-1	-3
Nc1c(C(=O)c2ccccc2O)cnn1-c1ccc(S(=O)(=O)N2CCOCC2)cc1[N+](=O)[O-]	2	14	0	8	-24	-4	/
COC(=O)c1onc(-c2c(Cl)cccc2Cl)c1C(=O)OC	0	-5	0	5	9	12	-13
CC(C)(C)NC(=O)C(c1ccco1)N(C(=O)Cn1nnc(-c2ccc(F)cc2)n1)c1cccc(F)c1 (stereo not given)	2	/	3	-8	9	-18	-5
COc1ccc(Cl)cc1C(=O)NNC(=O)CNC(=O)c1ccco1	-1	8	-2	1	7	-5	-6
O=C(O)CCN1C(=O)c2ccc(NC(=O)CSc3ccc(Cl)cc3)cc2C1=O	-2	3	2	11	7	8	0
CC(C)Cc1nc2sc3c(=O)n(N)cnc3c2c2c1COC(C)(C)C2	-2	3	-2	-3	-3	-4	-3
CCS(=O)(=O)Nc1ccc2c(c1)C(=O)N(C)[C@H]1CC[C@@H](CC(=O)N3CCCCC3)O[C@@H]1CO2	3	-1	0	-5	17	3	4
CN1CCN(C(=O)CCN2C(=O)/C(=C/c3ccc(F)cc3)SC2=S)CC1	-8	49	-5	-15	7	2	3
COC(=O)c1sc(NC(=O)CN2CCN(c3cccc(Cl)c3)CC2)c(C(=O)OC)c1C	-2	30	-4	14	-7	3	4
Cc1ccc(SCC(=O)Nc2oc(C)c3c(C)n[nH]c(=O)c23)cc1C	-3	-10	0	-3	21	-2	-16
Cc1noc(C)c1NC(=O)N(C)C[C@@H]1Oc2ccc(NC(=O)C3CC3)cc2CC(=O)N([C@H](C)CO)C[C@@H]1C	4	/	/	-6	-10	12	-9
(cont.)
SMILES	SIRT5 inh	PAX8 inh HTS	CASP6 VEID inh	EWS-Fli inh	LGR2 antag	DENV2 CPE	ARNT-TACC3 inh
Cc1nn(Cc2ccccc2)c(Cl)c1C(=O)OCC#N	0	-2	1	18	26	0	-6
CCN1C(=O)[C@H]2[C@@H](c3ccc(-c4ccc(F)cc4)cc3)N[C@@](CC(C)C)(C(=O)OC)[C@H]2C1=O	/	8	3	2	23	-15	4
Cc1ccc(C)c(S(=O)(=O)NCC(=O)N2CCCC2)c1	0	2	5	3	7	0	-4
Cc1csc(N2CCCC2c2nc3cc(Cl)c(N4CCCCC4)cc3n2CCCO)n1 (stereo not given)	/	8	1	9	8	-2	8
CCOC(=O)N1CCN(c2ccc(S(=O)(=O)N3CCC(C)CC3)cc2[N+](=O)[O-])CC1	0	33	15	20	11	-10	4
CC(C)(C)OC(=O)N1CCCC(C(=O)Nc2ccc(C(=O)NC3CC3)cc2)C1 (stereo not given)	-1	-2	1	2	17	-8	0
Cc1nnsc1C(=O)NNC(=O)c1ccc(C(F)(F)F)cc1	1	-2	-1	1	-9	-1	-9
Clc1cc(Cl)cc(CN2CCN(c3ncc(Cc4ccccc4)cn3)CC2)c1	2	-2	-3	7	1	-4	/
O=C(NCC1CC1)[C@@H]1[C@@H](CO)[C@@H]2Cn3c(ccc(-c4ccncc4)c3=O)[C@H]1N2Cc1nccs1	-25	-3	-3	-3	-3	17	1
CCOC(=O)Cc1ccc(Nc2nc(NCc3cccs3)nc3ccsc23)cc1	/	5	2	1	2	9	/
O=C(O)C1C2C=CC(C2)C1C(=O)NCc1ccc(Cl)cc1Cl (stereo not given)	-2	2	6	2	7	5	-2
NC(Cc1ccccc1)c1csc(Nc2nccc(C(F)(F)F)n2)n1 (stereo not given)	/	7	-1	18	2	9	/
C[C@@H]1CCCCO[C@@H](CN(C)CC2CCCCC2)[C@H](C)CN([C@H](C)CO)C(=O)c2cc(NS(C)(=O)=O)ccc2O1	1	-7	-2	-4	16	?	2
COc1ccc(C2/C(=C(\O)c3ccc4c(c3)OCCO4)C(=O)C(=O)N2Cc2cccnc2)cc1OC (stereo not given)	2	3	-4	/	7	-4	-6
C[C@@H]1CN([C@@H](C)CO)C(=O)Cc2cc(NC(=O)CCCCCC(=O)Nc3ccccc3N)ccc2O[C@@H]1CN(C)C(=O)Nc1cccc2ccccc12	2	20	-1	12	-17	-8	/
CCOC(=O)C(CC)Sc1nnc2n1C(C)(C)Cc1ccccc1-2 (stereo not given)	0	-2	0	/	8	/	0
O=C(CC1C(=O)NCCN1Cc1cccc(Oc2ccccc2)c1)NCCc1ccncc1 (stereo not given)	-6	4	-2	-1	-7	-4	1
CCOC(=O)c1cc(S(=O)(=O)N2CCC(C)CC2)cn1C	-1	-23	-5	6	8	-2	-8
O=c1c2[nH]cnc2n(-c2ccc(F)cc2)c(=O)n1Cc1ccccc1	-4	-8	3	3	-18	-3	0
CCOc1ccc(Cl)cc1/C=C1/C(=O)ON=C1C	-7	-8	3	4	11	5	-8
Cn1c(N)c(C(=O)CSc2nc(C3CC3)n(-c3ccccc3)n2)c(=O)[nH]c1=O	-5	0	3	-2	-8	0	-7
CC(C)CC(=O)NC(=S)Nc1ccc(S(=O)(=O)NC(C)(C)C)cc1	5	4	0	14	/	-1	-8
CN(C)c1ccc(P(=O)(OCc2ccccc2)C(O)c2ccccc2)cc1 (stereo not given)	-5	2	-2	-1	0	0	-2
NC(=S)Nc1cc(Cl)cc(Cl)c1	-4	23	-6	36	0	-2	/
CC(C)CN(C[C@@H]1N[C@@H](CO)[C@@H]1c1ccccc1)C(=O)CN(C)C	-7	-5	1	2	11	40*	-5

Printed as active in DENV2 CPE (from the list above):
canonical_smiles | SIRT5 inh | CASP6 VEID inh | LGR2 antag | DENV2 CPE | ARNT-TACC3 inh
CC(C)CN(C[C@@H]1N[C@@H](CO)[C@@H]1c1ccccc1)C(=O)CN(C)C | -7 | 1 | 11 | 40* | -5

The list goes on.
SMILES	SIRT5 inh	PAX8 inh HTS	CASP6 VEID inh	EWS-Fli inh	LGR2 antag	DENV2 CPE	ARNT-TACC3 inh
CCC/C(C)=N\Nc1nc2c(c(=O)n(C)c(=O)n2C)n1C	-2	0	4	-13	-7	-2	16
Cc1cc(C)cc(NC(=O)CSc2nc(=O)n3cc(C)ccc3n2)c1	-2	6	0	-3	-14	2	0
CC(=O)c1c(C)[nH]c(C(=O)NCc2ccco2)c1C	3	-13	-2	3	-8	2	-11
CC1CC(C)CN(S(=O)(=O)c2ccc(C(=O)OCC(=O)NCCN3C(=O)CSC3=O)cc2)C1 (stereo not given)	1	3	0	3	1	-4	-8
CCS(=O)(=O)c1ccc(O)c(NC(=O)Nc2ccccc2OC)c1	-2	9	6	5	/	1	-4
CC(=O)Nc1cccc(NC(=O)Cc2cccs2)c1	-1	-13	0	-1	2	4	/
CCC(=O)N(C)C[C@@H]1Oc2cc(C3=CCCC3)ccc2S(=O)(=O)N([C@H](C)CO)C[C@@H]1C	1	/	-1	-1	-8	12	-4
COc1ccccc1NC(=S)NC1CCCC1	/	5	5	-4	-10	-6	3
O=C(Nc1cccc2c1CCCC2)c1ccccc1Br	-1	-16	3	10	-6	0	-13
C[C@@H]1CN([C@@H](C)CO)C(=O)c2cc(NS(=O)(=O)c3cccs3)ccc2O[C@@H]1CN(C)Cc1ccncc1	-1	/	/	-3	5	8	-6
COc1ccc(S(=O)(=O)N2CCCCCC2)cc1NC(=O)CN1C(=O)CNC1=O	/	8	0	-6	22	10	5
C[C@@H]1CN([C@H](C)CO)C(=O)c2cc(NC(=O)CCC(F)(F)F)ccc2O[C@H]1CN(C)S(=O)(=O)c1ccccc1	-7	-19	3	-6	0	5	-7
O=C(Nc1ccc(Cl)cc1[N+](=O)[O-])c1ccc2c(c1)OCCO2	1	-96	0	-40	-58	17	2
CCn1c(C(=O)N2CCc3ccccc3C2)cc2sccc21	-3	-3	1	-7	-20	/	-8
COc1nc(C)ccc1-c1noc(-c2cccnc2)n1	1	-114	1	-103	-27	-8	-7
COc1ccc(NC(=O)N(C)C[C@H]2OCCCC[C@@H](C)Oc3ccc(NC(=O)CCC(F)(F)F)cc3C(=O)N([C@@H](C)CO)C[C@@H]2C)cc1	3	-10	1	2	-2	-9	-2
Cc1occc1-c1nnc(SCC(=O)NC2CCCCC2)o1	-1	-11	0	-7	-2	-7	1
CCOC(=O)c1sc2c(c1C)c(=O)c(C(=O)OCC)cn2CC	0	/	-1	1	8	3	-1
Cc1nc2ccccc2n1/N=C/c1ccc([N+](=O)[O-])o1	-17	/	8	18	-11	/	5
O=C(CC1C(=O)NCCN1C(=O)Nc1ccc(F)cc1F)Nc1cc(Cl)ccc1Cl (stereo not given)	/	-13	2	12	-10	-9	-1
O=C(COC(=O)c1cccnc1Cl)c1ccc(OC(F)F)cc1	0	14	6	-2	6	-3	-2
CC(C)(C)c1ccc(-c2ncccc2O)cc1	-5	-60	5	-10	-67	4	-4
CCN1C(=O)C(CC(=O)Nc2ccc(OC)cc2)N(CCN2CCOCC2)C1=S (stereo not given)	-1	10	2	7	14	1	2
Cc1ncc(CO)n1Cc1ccc(Cl)cc1	/	-6	-4	0	/	4	/
C[C@@H]1CN([C@H](C)CO)C(=O)c2cccc(NC(=O)Nc3ccc4c(c3)OCO4)c2O[C@@H]1CN(C)Cc1ccc2c(c1)OCO2	-1	-30	1	-4	15	5	-3
COc1ccccc1NS(=O)(=O)c1cc(C(=O)NCC(c2cccs2)N2CCOCC2)ccc1C (stereo not given)	3	10	-164	1	16	-16	4
O=C(COC(=O)/C=C/c1ccc(Cl)cc1)NC1CCCCCC1	-3	-1	-2	-9	-20	20	/
COc1ccc(S(=O)(=O)N2CCCC(C(=O)NCC3CCCO3)C2)cc1C (stereo not given)	1	1	-2	/	7	-2	-1
